# Anthrax LF prot = Bacillus anthracis LF protease inhibitors, primary screen, biochemical, multiplex microsphere, MLPCN library. inhibition, % at 10 µM. multiplex microsphere protease cleavage assay. hit rate 0.12% among 360,000; in the data active = inhibition above about 30%; inconclusive = no clear call, values can overlap the other calls; note: plate controls were buffer without enzyme for full effect and enzyme alone for no effect
# PriA SSB inh = inhibitors of Klebsiella pneumoniae PriA binding to SSB C-terminal tail, primary screen, biochemical, AlphaScreen; PriA–SSB C-terminal tail interaction (Klebsiella pneumoniae); AlphaScreen SSBct-PriA binding, biotinylated peptide; inhibition, % at 33 µM; hit rate 0.6% among 430,000; AID 1272365, 2023; in the data active = inhibition mostly above about 37%, no sharp cut-off; inactive = mostly below about 20%;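 note: plate controls were negative control peptide for no effect and reference peptide for full effect; strong numbers were not always called active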
# PfHsp40 rescue = rescue of yeast from PfHsp40 toxicity, primary screen, S. cerevisiae, ATP luminescence; growth rescue, % at 12.5 µM; AID 504582, 2011; S. cerevisiae expressing PfHsp40, growth rescue; hit rate 0.68% among 340,000; in the data active = growth rescue above about 28%, passing the limit was not always enough; inconclusive = no clear call, values can overlap the other calls;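 note: yeast W303a lacking pdr1 and pdr3 grown in galactose medium; growth measured after three days at 30 °C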
# SARS 3CLpro inh = SARS-CoV 3CLpro protease inhibitors, primary screen, biochemical, quenched FRET; hit rate 0.14% among 290,000; inhibition, % at 6 µM; recombinant SARS-CoV 3CLpro, quenched FRET peptide cleavage; in the data active = inhibition above about 12%
# Rv3671c protease = Rv3671c serine protease inhibitors, primary screen, biochemical, fluorescence polarization, M. tuberculosis H37Rv. inhibition, % at 5.96 µM. hit rate 0.048% among 320,000. P9WHR9; in the data active = inhibition above about 38%;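 note: extracellular domain of Rv3671c used as enzyme; 0% = enzyme with DMSO and 100% = no enzyme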
# VHR inh abs = VHR1 phosphatase inhibitors, primary screen, biochemical, absorbance, uHTS; inhibition, % at 13.3 µM; hit rate 0.52% among 290,000; recombinant VHR phosphatase, pNPP absorbance; in the data active = inhibition above about 50%; note: some compounds called inactive have numbers as strong as hits
# Vc quorum ag = inducers of Vibrio cholerae quorum light production without autoinducers, primary screen, BH1578 luxS cqsA deficient, single point; hit rate 0.16% among 350,000; V. cholerae BH1578 lux reporter, luminescence, 6 h; activation, % at 18.7 µM; in the data active = activation mostly above about 9.7%, no sharp cut-off; inconclusive = no clear call, values can overlap the other calls; inactive = mostly below about 3.7%; note: not every result past the cut was called active; inactives centre near 0; reference of the scale not given here
# Yp Topo-I inh = Yersinia pestis topoisomerase I inhibitors, primary screen, biochemical, cleavage product accumulation, plate reader, single point; Y. pestis Topo-I cleavage product accumulation; hit rate 0.064% among 360,000; activity, % at 10 µM; in the data active = activity above about 50%, passing the limit was not always enough; inconclusive = no clear call, values can overlap the other calls; note: inactives centre near 2
# TcdB inh = TcdB glycohydrolase inhibitors, primary screen, biochemical, single point, plate reader; Toxin B (Clostridioides difficile), P18177; TcdB glycohydrolase enzymatic assay; inhibition, % at 9.99 µM; hit rate 0.24% among 350,000; in the data active = inhibition above about 10%
# MazEF act = activators of E. coli MazEF toxin-antitoxin RNase, primary screen, biochemical, fluorescence, uHTS | AID 504720, 2011 | hit rate 0.32% among 350,000 | activation, % at 20 µM | FAM/BHQ RNA-DNA oligo cleavage fluorescence, 5 h | Endoribonuclease toxin MazF (Escherichia coli (strain K12)), P0AE70; in the data active = activation above about 50%
# Active calls of the source: *; i = inactive; ? = inconclusive; / = no result given; & = joins results of further samples. This is a subset; rates above refer to the full screens.
SMILES,Anthrax LF prot,PriA SSB inh,PfHsp40 rescue,SARS 3CLpro inh,Rv3671c protease,VHR inh abs,Vc quorum ag,Yp Topo-I inh,TcdB inh,MazEF act
Cc1cc(C)c(S(=O)(=O)N2CCN(C(=O)c3ccc(-n4nc(C)c(Cl)c4C)cc3)CC2)c(C)c1,-3,-19,1.9,/,/,/,-1.6,24,-0.9,-2
CCCCOC(=O)CCc1c(C)[nH]c(=S)[nH]c1=O,1,-12,0.9,2,5,16,/,1,0.3,4
COCCNc1nc2nonc2nc1N1CCC(N(C)C)C1 (stereo unspecified),2,-8,-1.0,1,1,16,2.3,-2,0.6,6
COc1ccc(-n2nc([N+](=O)[O-])c(=NCCCN3CCCC3=O)n2O)cc1,-3,-7,1.1,6,-18,31,7.9,-12,2.2,3
CCN(CC(=O)Nc1ccc(NC(C)=O)cc1)C(=O)c1ccc(=O)[nH]c1,/,6,0.2,-4,-1,16,i,1,0.7,-1
CCOc1ccc(C(=O)Nc2cccc(SC)c2)cc1,1,1,1.5,6,-11,-8,-0.6,4,1.1,4
O=C(NCC(=O)N(CCN1CCOCC1)C(C(=O)NC1CCCC1)c1cccs1)c1ccco1 (stereo unspecified),-3,0,0.0,-2,1,-12,-0.3,-7,/,4
Cc1ccc(C(=O)N/C(=C\c2cn(C)c3ccccc23)C(=O)OCCN(C)C)cc1,8,1,-1.1,-1,2,10,-0.4,-5,-0.8,13
Cc1cc(F)ccc1-c1cc(C(=O)Nc2ccccc2)[nH]n1,3,/,/,/,/,/,-0.4,2,1.0,/
COCCn1cnnc1SCC(=O)Nc1ccc(N2CCCCC2)cc1,/,1,-0.1,/,-4,/,i,-3,3.4,3
CC1=C(C(=O)N2CCOCC2)CC(CC(=O)NCC2CCCCC2)C(=O)N1CCCN1CCCC1=O (stereo unspecified),7,/,/,/,/,/,-0.4,-5,0.3,5
COc1ccc(CNC(=O)c2ccc[nH]2)cc1,-6,-2,1.7,-8,2,-8,-0.6,-2,-0.2,13
Cc1ccc2nc(SCc3ccc([N+](=O)[O-])cc3)[nH]c2c1,-2,14,-0.5,-1,-4,-3,-0.6,0,/,16
O=C(NCc1cccs1)c1ccc(N2CCCCC2)nc1,1,-21,0.2,-2,-2,-3,-0.4,8,/,6
C=CCN(C(C)=O)C1CC(=O)N(c2ccc(OCCC)cc2)C1=O (stereo unspecified),1,-11,-1.1,-3,-8,33,0.7,-5,/,2
O=C(CSc1ccc(Cl)cc1)Nn1cnnc1,2,-6,-1.1,7,-2,10,i,-10,/,3
O=C(NC1CCCC1)c1cnc2n(c1=O)CCS2,1,-1,3.2,-1,2,-3,-6.2,-2,/,9
O=C(C1CCCCC1)N1C[C@H](O)[C@@H](n2cc(C3CC3)nn2)C[C@@H]1c1ccccc1,0,/,/,/,/,/,-0.4,2,1.1,-2
Cc1ccnc(N2CCC(C(=O)NNC(=O)c3ccccc3C)CC2)n1,-1,-6,-1.5,2,-3,30,-0.4,-5,1.7,1
COc1ccc(N2CC(C(=O)N3CCOCC3)CC2=O)cc1 (stereo unspecified),7,-13,0.4,5,4,-29,-0.3,6,0.2,7
COc1cccc(CSc2nc3ccccc3[nH]2)c1,-1,-8,-0.4,-2,7,-27,i,-4,3.5,5
COC(=O)C1CCCN1S(=O)(=O)c1ccc([N+](=O)[O-])cc1 (stereo unspecified),-2,-7,-2.4,5,1,10,2.4,1,0.7,14
Cn1c(CN2CCCCC2)nc2cc(NS(=O)(=O)c3ccc(Cl)cc3)ccc21,0,4,-0.4,-5,-4,29,i,14,/,-4
Cc1cccc(NC(=O)CSc2nnc(CSc3nc(C)cc(C)n3)n2Cc2ccco2)c1,-1,0,0.4,3,-6,-8,-17,10,/,6
Cc1ccc(CCNC(=O)CNS(=O)(=O)c2ccc3nc(C)sc3c2)cc1,-2,-8,3.4,2,-7,6,-0.2,19,3.3,0

# The listing continues:
SMILES,Anthrax LF prot,PriA SSB inh,PfHsp40 rescue,SARS 3CLpro inh,Rv3671c protease,VHR inh abs,Vc quorum ag,Yp Topo-I inh,TcdB inh,MazEF act
Cc1onc(-c2ccccc2Cl)c1C(=O)N1CCN(c2ccc(F)cc2)CC1,1,-2,-0.4,-1,-3,19,-0.3,0,0.2,2
O=C(COC(=O)c1cncc(Br)c1)Nc1ccc(N2CCCCC2)cc1,-5,22,1.4,/,-9,/,-0.3,3,-0.2,3
Cc1ccc(-c2csc(=S)n2CC(=O)OCC(=O)NCc2ccco2)cc1,-1,6,-0.9,1,3,-5,i,3,/,-4
CCN(CC)CCCN1C(=O)C(=O)/C(=C(/O)c2ccc(OC)cc2)C1c1ccco1 (stereo unspecified),-5,/,0.9,/,6,/,i,11,-0.8,0
CC(=O)Cc1nsc(NC(=O)c2cn(-c3ccccc3)nc2-c2ccc(Br)cc2)n1,?,-16,-1.2,0,-7,19,/,10,/,-2
Nc1nc(SCc2cccnc2)c2ncn(C3OC(CO)C(O)C3O)c2n1 (stereo unspecified),2,-10,0.7,/,/,/,-4.3,0,0.7,-6
CCn1c2ccccc2c2cc(NC(=O)C(C)OC(=O)c3ccc(NC(=O)CC#N)cc3)ccc21 (stereo unspecified),17,1,1.7,/,-16,/,i,20,-1.4,-24
CCCC(C)NC(=O)c1cc(C(=O)OC)cc([N+](=O)[O-])c1 (stereo unspecified),-3,-4,-0.9,-7,-8,-2,i,5,/,3
CC(OC(=O)c1ccccc1Br)C(=O)Nc1nc(-c2cccc([N+](=O)[O-])c2)cs1 (stereo unspecified),0,14,0.6,3,-6,26,i,-2,/,5
CSc1c(C#N)sc(=S)n1-c1ccc(C)cc1,2,-3,3.4,6,3,17,0.3,2,0.7,0
CCn1c(C(Cc2ccccc2)NC(=O)COC)nc2ccccc21 (stereo unspecified),-7,-12,-2.6,-1,1,24,-1.6,-3,1.6,5
CC(C)(C)OC(=O)N1CCOCCOCCNCCOCCOCC1,-2,-13,-0.4,-7,5,0,-0.2,1,/,2
CCOc1ccc(C2=Nc3ccccc3C(c3ccc(N4CCOCC4)cc3)=NN2)cc1,-12,4,-0.6,8,-2,25,-0.7,18,/,5
Cc1cc(C)cc(C(=O)Nc2ccncc2)c1,/,-12,-1.7,6,4,17,i,-1,1.6,3
O=[N+]([O-])c1cc(/C=N/Nc2nc3ccccc3[nH]2)c(O)cc1O,/,/,/,0,60*,0,/,/,0.5,-5
COc1ccc(C(=O)C2CCCN(CC3CCCCC3)C2)cc1OC (stereo unspecified),0,/,/,/,/,/,-0.1,4,1.1,/
Cc1ccc(Sc2ncccc2N)cc1,/,7,/,/,2,/,-0.6,3,0.0,7
CCOc1ccc(/C=C(/C#N)c2nnc(N3CCOCC3)n2-c2ccccc2)cc1OC,2,-2,1.0,/,/,/,i,-8,0.3,12
COC(=O)c1c(NC(=O)CSc2nnc3ccccn23)sc2c1CCC2,-1,15&-5,-1.2,6,6,7,i,22,0.9,1
CC(C)OCCCNc1nc(Cl)nc2c1cnn2C,-6,-15,0.4,/,/,/,i,3,1.6,9
CC(C)c1ccc(Nc2nc(Cl)nc(NCc3ccco3)n2)cc1,2,-9,-0.2,0,-4,7,-0.6,-4,1.1,-9
Nc1ncnc(Oc2ccccc2F)c1[N+](=O)[O-],2,-2,0.1,3,4,18,i,-11,1.6,-2
N#Cc1c(-c2ccc(F)cc2)c2c([nH]c1=O)-c1ccccc1OC2,?,-6,-0.3,4,5,6,-0.2,0,/,-1
Cc1cccc(Nc2ccccc2)c1,-2,-9,0.6,5,6,4,-1.0,-5,/,8
O=C(Nc1cccc(S(=O)(=O)N2CCCC2)c1)[C@H]1C[C@H](O)[C@@H](CO)O1,0,/,/,/,/,/,i,0,0.2,/

# Shown with bars between the fields: part of the list above
smiles | Anthrax LF prot | PriA SSB inh | PfHsp40 rescue | SARS 3CLpro inh | Rv3671c protease | VHR inh abs | Vc quorum ag | Yp Topo-I inh | TcdB inh | MazEF act
COc1ccc(C(=O)C2CCCN(CC3CCCCC3)C2)cc1OC (stereo unspecified) | 0 | / | / | / | / | / | -0.1 | 4 | 1.1 | /
Cc1ccc(Sc2ncccc2N)cc1 | / | 7 | / | / | 2 | / | -0.6 | 3 | 0.0 | 7
CCOc1ccc(/C=C(/C#N)c2nnc(N3CCOCC3)n2-c2ccccc2)cc1OC | 2 | -2 | 1.0 | / | / | / | i | -8 | 0.3 | 12
COC(=O)c1c(NC(=O)CSc2nnc3ccccn23)sc2c1CCC2 | -1 | 15&-5 | -1.2 | 6 | 6 | 7 | i | 22 | 0.9 | 1
CC(C)OCCCNc1nc(Cl)nc2c1cnn2C | -6 | -15 | 0.4 | / | / | / | i | 3 | 1.6 | 9

# Going on with the list:
SMILES,Anthrax LF prot,PriA SSB inh,PfHsp40 rescue,SARS 3CLpro inh,Rv3671c protease,VHR inh abs,Vc quorum ag,Yp Topo-I inh,TcdB inh,MazEF act
O=C(CC1SC(=O)NC1=O)Nc1ccc(Cl)cc1 (stereo unspecified),-2,2,3.3,6,-20,2,4.2,3,-3.0,2
COc1ccccc1C1CCN(Cc2ccccc2Cl)CC1,-2,-11,1.7,1,2,18,i,7,-4.1,-6
O=C(COC(=O)Cc1cccc(C(F)(F)F)c1)Nc1ccc2[nH]c(=O)[nH]c2c1,2,-6,-1.2,/,-3,/,-1.6,-5,0.7,-1
COc1ccc(CCNc2ncnc3[nH]ncc23)cc1OC,-2,-27&-6,-1.2,6,6,7,-0.3,-5,/,11
c1csc(C(c2nnnn2C2CCCC2)N2CCOCC2)c1 (stereo unspecified),-5,-8,-0.7,2,-1,17,0.6,-3,/,-23
COc1ccc(-n2c(SCC#N)nnc2-c2cccnc2)cc1,3,1,-0.7,-6,0,4,/,-1,/,2
CSc1ccc(C(O)c2ncc(-c3cccc(OCc4ccccc4)c3)[nH]2)cc1 (stereo unspecified),0,/,/,/,/,/,-0.7,6,-0.5,/
CCn1cc(S(=O)(=O)c2ccc(Cl)cc2)c(=O)c2cc(OC)ccc21,0,-3,0.0,-1,-6,-26,-0.1,9,2.6,8
CN(CCNC(=O)C1CCC(=O)N(Cc2ccc(Cl)cc2)C1)CCc1ccccc1 (stereo unspecified),0,-8,-1.5,-7,-5,10,-1.4,8,-0.2,3
CC(C)C(=O)Nc1cccc(COc2ccc(CN(CCc3ccccc3)C(=O)OC(C)(C)C)cc2)c1,-4,-14,-0.5,/,/,/,i,29,0.6,-9
O=C(c1cccc(Br)c1)N1CCCC1,0,-16,7.0,6,9,12,i,-7,/,5
CCOC(=O)C(CCC#N)(CCC#N)C(=O)OCC,9,-17,0.1,0,0,21,/,6,/,3
CCC1CCCCN1CCCNC(=O)CNC(=O)c1nn(-c2ccc(OC)c(Cl)c2)c(=O)c2ccccc12 (stereo unspecified),9,7,0.3,-1,-10,72,i,-11,-3.8,33
COC(=O)COc1ccc(C2NC(=O)NC(C)=C2C(=O)NCc2ccccc2)cc1OC (stereo unspecified),-5,0,-0.7,5,1,16,i,1,0.3,0
CN1CCN(C(=O)c2ccc(-n3cccn3)nc2)CC1,-2,1,-1.3,3,-4,-9,-0.2,7,1.1,4
Cc1nnc(NC(=O)c2ccc(N3CCCC3=O)cc2)s1,-2,-5,0.0,/,/,/,i,4,0.8,9
C(CCCN1CCCCC1)CCN1CCCCC1,-15,2,-1.0,/,3,/,i,-2,0.1,2
O=C(C1=C(O)C(=O)N(CCN2CCOCC2)C1c1cccc([N+](=O)[O-])c1)c1cccs1 (stereo unspecified),-10,-2,-0.9,2,-7,-8,-0.9,5,-0.4,6

# Compound activity as filed in PubChem.
